Mtb BioA inh: BioA (M. tuberculosis) enzyme inhibition. purified M. tuberculosis BioA enzyme, plate reader. inhibition, % at 9.99 µM. hit rate 0.096% among 360,000. AID 602481; in the data active = inhibition above about 40%
* marks the source's active call; other numbers are inactive results.

Compound,Mtb BioA inh
COc1ccc(NC(=O)Nc2cccc3c2O[C@@H](CN(C)C)[C@H](C)CN([C@H](C)CO)C3=O)cc1,0.4
C[C@@H]1CCCCO[C@H](CN(C)Cc2ccc(Cl)c(Cl)c2)[C@@H](C)CN([C@@H](C)CO)C(=O)c2cc(NS(=O)(=O)c3cn(C)cn3)ccc2O1,4.1
COc1cccc(NC(=O)N[C@H]2CC[C@H](CC(=O)Nc3ccc(-c4ccccc4)cc3)O[C@H]2CO)c1,1.0
CN1c2ccc(-c3ccccc3)cc2[C@H]2[C@H](CCN2C(=O)c2ccccc2)[C@@H]1CO,-0.6
COc1ccccc1S(=O)(=O)N1CC[C@@H]2[C@@H](CO)Nc3ccc(-c4cccc(C#N)c4)cc3[C@@H]21,21
CO[C@@H]1CN(C)C(=O)c2ccc(NS(C)(=O)=O)cc2OC[C@H](C)N(C(=O)CN(C)C)C[C@H]1C,0.9
CO[C@@H]1CN(C)C(=O)c2ccc(NS(=O)(=O)c3cccc(F)c3)cc2OC[C@H](C)N(Cc2cc(F)ccc2F)C[C@@H]1C,-2.3
COc1ccc(S(=O)(=O)Nc2cccc3c2O[C@@H](CN(C)C(=O)Nc2ccc4c(c2)OCO4)[C@H](C)CN([C@@H](C)CO)C3=O)cc1,-0.9
CCCN1[C@@H]2Cn3c(ccc(-c4ccccc4)c3=O)[C@H]1[C@@H](C(=O)NCCc1cn(C)cn1)[C@@H]2CO,-0.9
Cc1cccc(S(=O)(=O)N[C@@H]2CC[C@H](CCn3cc(-c4ccccn4)nn3)O[C@@H]2CO)c1,3.0
COc1cccc(S(=O)(=O)N(C)C[C@@H]2OCc3ccccc3-c3c(n(C)c4ccccc34)C(=O)N([C@H](C)CO)C[C@H]2C)c1,0.1
C[C@H]1CN([C@@H](C)CO)C(=O)c2cc(-c3ccc(C#N)cc3)cnc2O[C@H]1CN(C)C(=O)c1ccccc1,-3.3
O=C([C@@H]1[C@@H](CO)[C@@H]2Cn3c(ccc(-c4ccncc4)c3=O)[C@@H]2N1Cc1cocn1)N1CCCCC1,-0.9
Cc1ccc(S(=O)(=O)N(C)C[C@H]2OCCCC[C@H](C)Oc3ccc(NC(=O)Nc4c(C)noc4C)cc3C(=O)N([C@H](C)CO)C[C@H]2C)cc1,0.6
C[C@@H]1CN([C@@H](C)CO)S(=O)(=O)c2ccc(-c3cncnc3)cc2O[C@H]1CN(C)C(=O)NC1CCCC1,0.2
COC(=O)[C@@H]1[C@@H](CO)[C@@H]2Cn3c(ccc(/C=C/c4ccccc4)c3=O)[C@@H]2N1C(=O)C1CCCC1,-1.7
CC(C)NC(=O)Nc1ccc2c(c1)CC(=O)N([C@@H](C)CO)C[C@@H](C)[C@@H](CN(C)C(=O)Nc1ccc(F)cc1)O2,-1.8
CC(=O)N1CCCCN2[C@H](CO)[C@H](c3ccc(-c4ccccc4)cc3)[C@@H]2C1,0.3
C[C@H](O)C#Cc1ccc2c(c1)O[C@H](CN(C)C(=O)C1CCCCC1)[C@@H](C)CN([C@@H](C)CO)S2(=O)=O,1.3
Cn1cnc(S(=O)(=O)N2C[C@@H](O)COC[C@H]3O[C@H](CC(=O)NCc4cc(F)cc(F)c4)CC[C@@H]32)c1,-0.4
Cc1ccc(S[C@]2(C(=O)NC(C)C)CC(=O)N(C3CCCCC3)[C@@H]2c2ccc(CO)cc2I)cc1,-0.5
C[C@H]1CCCCO[C@@H](CN(C)C(=O)CCC(F)(F)F)[C@@H](C)CN([C@@H](C)CO)C(=O)c2cc(NS(=O)(=O)c3ccc(F)cc3)ccc2O1,2.1
C[C@@H]1CN([C@@H](C)CO)S(=O)(=O)c2ccc(C3=CCCCC3)cc2O[C@@H]1CN(C)Cc1cccc(C(=O)O)c1,1.2
C[C@@H]1CN([C@@H](C)CO)C(=O)Cc2cc(NC(=O)C3CC3)ccc2O[C@@H]1CN(C)C(=O)Nc1ccc(C(F)(F)F)cc1,1.6
Cc1cc(C(=O)Nc2cccc3c2O[C@H](CN(C)Cc2ccc(Cl)c(Cl)c2)[C@H](C)CN([C@@H](C)CO)C3=O)n(C)n1,-1.8
CCC(=O)N1CCCCN2[C@H](C1)[C@@H](c1ccc(-c3cccc(C(=O)N(C)C)c3)cc1)[C@@H]2CO,5.2
C[C@H]1CN([C@@H](C)CO)C(=O)c2cc(NC(=O)CCN3CCOCC3)ccc2O[C@H]1CN(C)Cc1ccc2c(c1)OCO2,-2.6
C[C@@H]1CCCCO[C@@H](CN(C)Cc2ccc(C(=O)O)cc2)[C@H](C)CN([C@H](C)CO)C(=O)c2cc(NC(=O)Nc3ccc4c(c3)OCO4)ccc2O1,0.1
CO[C@@H]1CN(C)C(=O)c2ccc(NS(C)(=O)=O)cc2OC[C@@H](C)N(S(C)(=O)=O)C[C@H]1C,0.7
O=C(CCN1CCCCC1)NCC[C@H]1CC[C@@H](NS(=O)(=O)c2cccc(F)c2)[C@H](CO)O1,-5.1
O=C(CN1CCOCC1)NCC[C@H]1CC[C@@H](NC(=O)Nc2ccc(C(F)(F)F)cc2)[C@@H](CO)O1,8.6
C[C@@H](NC(=O)C[C@@H]1C=C[C@H](NC(=O)CN2CCOCC2)[C@@H](CO)O1)c1ccccc1,3.0
CCCC(=O)Nc1ccc2c(c1)OC[C@H](C)N(C(=O)C1CCCC1)C[C@@H](C)[C@H](OC)CN(C)C2=O,-0.8
NCC[C@@H]1CC[C@@H](NC(=O)CCN2CCCCC2)[C@H](CO)O1,-3.0
Cc1ccccc1S(=O)(=O)NCC[C@@H]1CC[C@@H](NC(=O)C2CCCC2)[C@H](CO)O1,-0.1
O=C(NCC[C@H]1CC[C@@H](NS(=O)(=O)c2ccc(F)cc2)[C@@H](CO)O1)c1ccc2c(c1)OCO2,3.5
C[C@H](CO)N1C[C@H](C)[C@H](CN(C)Cc2ccc(O)cc2)OCc2cnnn2CCCC1=O,-1.6
CC=Cc1ccc2n(c1=O)C[C@H]1[C@H](CO)[C@@H](C(=O)NCC(F)(F)F)[C@@H]2N1C(=O)CC (mixture of isomers),-2.0
C[C@@H]1CN([C@@H](C)CO)C(=O)c2cc(-c3cncnc3)cnc2O[C@H]1CN(C)Cc1ccc(F)cc1,0.7
CCS(=O)(=O)Nc1ccc2c(c1)C(=O)N(C)[C@@H]1CC[C@H](CC(=O)N3CCN(C)CC3)O[C@@H]1CO2,-0.8
Cc1noc(C)c1NC(=O)Nc1ccc2c(c1)C(=O)N([C@H](C)CO)C[C@H](C)[C@H](CN(C)C(=O)Nc1c(C)noc1C)O2,-1.3
COc1ccccc1-c1ccc2c(c1)O[C@@H](CN(C)C(=O)c1ccncc1)[C@@H](C)CN([C@H](C)CO)S2(=O)=O,0.4
COc1ccc(NC(=O)N[C@H]2CC[C@H](CCNC(=O)Cc3ccncc3)O[C@@H]2CO)cc1,-2.6
CN1[C@H](C(=O)NC2Cc3ccccc3C2)[C@@H](CO)[C@@H]2Cn3c(ccc(-c4cncnc4)c3=O)[C@@H]21,3.1
O=C(C[C@H]1CC[C@H](NC(=O)CN2CCOCC2)[C@H](CO)O1)NCCc1ccncc1,-3.7
C[C@@H]1CCCCO[C@H](CN(C)C(=O)Nc2ccc(C(F)(F)F)cc2)[C@@H](C)CN([C@H](C)CO)C(=O)c2cc(NC(=O)Nc3cccc4ccccc34)ccc2O1,0.8
CC(C)NC(=O)N1C[C@H]2[C@@H](c3ccccc31)[C@@H](CO)N2C(=O)Nc1ccccc1,-3.6
COc1ccc(NC(=O)Nc2ccc3c(c2)C(=O)N([C@H](C)CO)C[C@@H](C)[C@H](CN(C)C(=O)Nc2ccc4c(c2)OCO4)OCCCC[C@@H](C)O3)cc1,0.1
CN1[C@@H]2c3ccc(/C=C/c4ccccc4)c(=O)n3C[C@@H]2[C@@H](CO)[C@@H]1C(=O)NC1CCCCC1,-0.4
C[C@H]1CN([C@@H](C)CO)C(=O)c2cccc(NC(=O)Nc3ccccc3)c2O[C@H]1CN(C)S(=O)(=O)c1ccc(Cl)cc1,0.2
CN1c2ccc(Br)cc2[C@H]2[C@H](CCN2S(=O)(=O)c2cccc(F)c2)[C@@H]1CO,3.8
COc1ccccc1NC(=O)N[C@H]1CC[C@H](CCNS(=O)(=O)c2ccc(F)cc2)O[C@H]1CO,1.8
O=C(Nc1ccc(F)cc1)N[C@@H]1CC[C@H](CCn2cc(-c3ccc(F)cc3)nn2)O[C@H]1CO,-2.1
C[C@@H]1CN([C@@H](C)CO)C(=O)CCCn2cc(nn2)CO[C@@H]1CN(C)C(=O)Nc1ccc(F)cc1,1.2
COc1ccc(NC(=O)Nc2cccc3c2O[C@H](CN(C)C(=O)Nc2ccc4c(c2)OCO4)[C@H](C)CN([C@@H](C)CO)C3=O)cc1,1.1
CCCNC(=O)N(C)C[C@@H]1Oc2cc(C#C[C@H](C)O)ccc2S(=O)(=O)N([C@@H](C)CO)C[C@@H]1C,-2.8
C[C@@H]1CN([C@@H](C)CO)C(=O)c2cc(NC(=O)CCC(F)(F)F)ccc2O[C@@H]1CN(C)C(=O)NC1CCCCC1,-4.6
CO[C@H]1CN(C)C(=O)c2ccc(NS(C)(=O)=O)cc2OC[C@H](C)N(CCC(F)(F)F)C[C@H]1C,-3.7
C[C@@H]1CN([C@@H](C)CO)C(=O)c2cc(C#CCN(C)C)cnc2O[C@H]1CN(C)C(=O)c1ccc2c(c1)OCO2,7.2
O=S(=O)(c1ccc(F)cc1)N1CCCCN2[C@H](C1)[C@H](c1ccc(C#CC3CCCC3)cc1)[C@@H]2CO,-2.6

Next section (3 carried over from the part before).
CO[C@H]1CN(C)C(=O)c2ccc(NS(C)(=O)=O)cc2OC[C@H](C)N(CCC(F)(F)F)C[C@H]1C
  Mtb BioA inh = -3.7

C[C@@H]1CN([C@@H](C)CO)C(=O)c2cc(C#CCN(C)C)cnc2O[C@H]1CN(C)C(=O)c1ccc2c(c1)OCO2
  Mtb BioA inh = 7.2

O=S(=O)(c1ccc(F)cc1)N1CCCCN2[C@H](C1)[C@H](c1ccc(C#CC3CCCC3)cc1)[C@@H]2CO
  Mtb BioA inh = -2.6

C[C@@H]1CN([C@H](C)CO)C(=O)c2cc(NS(=O)(=O)c3cccs3)ccc2O[C@@H](C)CCCCO[C@@H]1CN(C)Cc1ccc(C(=O)O)cc1
  Mtb BioA inh = 0.0

COCC#Cc1ccc([C@@H]2[C@@H](CO)N3CCCCN(C(=O)COC)C[C@H]23)cc1
  Mtb BioA inh = 3.8

C[C@H]1CN([C@@H](C)CO)S(=O)(=O)c2ccc(C3=CCCC3)cc2O[C@@H]1CN(C)C(=O)Nc1ccc2c(c1)OCO2
  Mtb BioA inh = 31

O=C(C[C@@H]1CC[C@H](NS(=O)(=O)c2ccc(F)cc2)[C@H](CO)O1)N1CCC(Cc2ccccc2)CC1
  Mtb BioA inh = 1.5

C[C@H]1CN([C@@H](C)CO)C(=O)c2cc(-c3ccccc3)cnc2O[C@@H]1CN(C)C(=O)NC1CCCC1
  Mtb BioA inh = 0.8

Cc1cc(C(=O)Nc2cccc3c2O[C@@H](CN(C)C(=O)NC2CCCCC2)[C@H](C)CN([C@H](C)CO)C3=O)n(C)n1
  Mtb BioA inh = -0.4

CCCC#Cc1ccc2c(c1)O[C@@H](CN(C)C(=O)C1CC1)[C@H](C)CN([C@@H](C)CO)S2(=O)=O
  Mtb BioA inh = 3.6

C[C@@H]1CN([C@@H](C)CO)C(=O)Cc2cc(NC(=O)Nc3cccc4ccccc34)ccc2O[C@@H]1CN(C)CC1CCCCC1
  Mtb BioA inh = -1.4

CO[C@@H](CN(C)Cc1nccs1)[C@H](C)CN([C@@H](C)CO)S(=O)(=O)c1ccc(F)cc1
  Mtb BioA inh = 0.3

COCC(=O)N1C[C@@H](C)[C@H](OC)CN(C)C(=O)c2ccc(NC(=O)c3ccc(-c4ccccc4)cc3)cc2OC[C@H]1C
  Mtb BioA inh = -1.5

COc1cccc(CN2[C@H](CO)[C@@H]3c4ccccc4N(C(=O)CC(F)(F)F)C[C@@H]32)c1
  Mtb BioA inh = -3.8

O=C(N[C@H]1CC[C@@H](CCNC(=O)c2ccccc2F)O[C@H]1CO)c1cnccn1
  Mtb BioA inh = -2.9

CN(C)CCCC[C@@H]1NC(=O)[C@H]2C[C@@H](C(=O)NCc3ccc(F)cc3)[C@@H](c3ccc(O)cc3)N2C1=O
  Mtb BioA inh = 1.0

C[C@H]1CN([C@@H](C)CO)C(=O)Cc2cc(NC(=O)Cc3cn(C)c4ccccc34)ccc2O[C@@H]1CN(C)S(=O)(=O)c1cccs1
  Mtb BioA inh = 0.0

C[C@H](CO)N1C[C@H](C)[C@@H](CN(C)Cc2ccc(C(=O)Nc3ccccc3N)cc2)Oc2c(NC(=O)C3CC3)cccc2C1=O
  Mtb BioA inh = 0.5

O=C(c1cccc(F)c1)N1CCCCN2[C@H](C1)[C@@H](c1ccc(-c3ccc(F)cc3)cc1)[C@@H]2CO
  Mtb BioA inh = -0.6

C[C@@H]1CN([C@H](C)CO)C(=O)c2cc(NC(=O)C3CC3)ccc2O[C@@H]1CN(C)S(C)(=O)=O
  Mtb BioA inh = -0.6

C[C@@H]1CN([C@@H](C)CO)C(=O)c2cc(NC(=O)c3ccccc3)ccc2O[C@@H](C)CCCCO[C@@H]1CN(C)C(=O)CCCN(C)C
  Mtb BioA inh = -3.5

CCC(=O)N(C)C[C@@H]1Oc2cc(C#CC3(O)CCCC3)ccc2S(=O)(=O)N([C@@H](C)CO)C[C@H]1C
  Mtb BioA inh = 0.8

C[C@@H]1CN([C@H](C)CO)S(=O)(=O)c2ccc(-c3cccc(C(=O)N(C)C)c3)cc2O[C@H]1CN(C)Cc1ccc2c(c1)OCO2
  Mtb BioA inh = 0.2

Already shown: entries from further up.
CN(C)CCCC[C@@H]1NC(=O)[C@H]2C[C@@H](C(=O)NCc3ccc(F)cc3)[C@@H](c3ccc(O)cc3)N2C1=O
  Mtb BioA inh = 1.0

C[C@H]1CN([C@@H](C)CO)C(=O)Cc2cc(NC(=O)Cc3cn(C)c4ccccc34)ccc2O[C@@H]1CN(C)S(=O)(=O)c1cccs1
  Mtb BioA inh = 0.0

C[C@H](CO)N1C[C@H](C)[C@@H](CN(C)Cc2ccc(C(=O)Nc3ccccc3N)cc2)Oc2c(NC(=O)C3CC3)cccc2C1=O
  Mtb BioA inh = 0.5

O=C(c1cccc(F)c1)N1CCCCN2[C@H](C1)[C@@H](c1ccc(-c3ccc(F)cc3)cc1)[C@@H]2CO
  Mtb BioA inh = -0.6

C[C@@H]1CN([C@H](C)CO)C(=O)c2cc(NC(=O)C3CC3)ccc2O[C@@H]1CN(C)S(C)(=O)=O
  Mtb BioA inh = -0.6

A portion of the library; the hit share may differ from the screen's.
